From PubChem
TTR transcr act = activators of transthyretin transcription | SH-SY5Y TTR promoter Gaussia luciferase, luminescence; 100% = recombinant luciferase protein wells | activation, % at 16.7 µM | 92,000 tested, 1.3% active | AID 1117267;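 active = activation above the mean of all tested compounds plus 3 SD, cut at about 9.5% in these data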;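 note: cells exposed to compounds for one day before reading; 0% = median of all test compound wells on the plate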
Active calls of the source: *. This is a subset (hit frequency here may not be typical).

#	compound	TTR transcr act
1	COc1ccccc1CNC(=O)CSc1ccccc1	6.7
2	C=CCNC(=O)c1ccc2c3n(nc2c1)-c1ccccc1CO3	-2.0
3	Cc1nn(-c2cccc(C(F)(F)F)c2)c(Cl)c1/C=N/Nc1cccc(C(=O)O)c1	0.4
4	O=C(NOCc1cscn1)Nc1ccccc1	-0.4
5	CCc1c(C)c2ccc(OCC(=O)NCC3CCC(C(=O)O)CC3)c(C)c2oc1=O (stereo not drawn)	-0.6
6	CCn1c(CNc2nc(-c3ccccc3)cs2)nnc1SCC(=O)NCc1ccco1	-0.7
7	COC(=O)[C@]12C[C@H](CC(=O)NCc3ccc(C)o3)C(=O)N(Cc3ccco3)C1=C[C@H](C1CCCC1)O[C@@H]2C	0.9
8	COc1ccccc1NC(=O)CS(=O)(=O)c1cn(CC(=O)N2CCCC2)c2ccccc12	0.1
9	COc1cccc(CNC(=O)CN2C(=O)COc3ccc(S(=O)(=O)N4CCC(C)CC4)cc32)c1	2.0
10	COc1ccc(CNC(=O)CN2C(=O)NC(C)(c3cccc4ccccc34)C2=O)cc1OC (stereo not drawn)	-2.1
11	CC1(C)CC(=O)C(C2C3=C(CC(C)(C)CC3=O)Oc3ccccc32)=C(O)C1 (stereo not drawn)	4.5
12	CCN(c1ccccc1)S(=O)(=O)c1ccc(Cl)c(NC(=O)CSc2n[nH]c(N)n2)c1	0.1
13	CCC1SC(N)=NC1=O (stereo not drawn)	4.7
14	CCC1N=C(SC)NC(C)=C1C(=O)c1ccccc1 (stereo not drawn)	1.8
15	Cc1ccc(OCC(=O)Nc2ccccc2F)cc1	-0.2
16	CCOC(=O)C(CC)Sc1cc(C)nc2ccc(OC)cc12 (stereo not drawn)	-0.3
17	C/C(=N\Nc1nnc(C)c(=O)[nH]1)C(=O)O	4.2
18	Fc1ccc(COc2cccc(CNCc3ccncc3)c2)cc1	0.1
19	CSc1cc(C)c(OCC(=O)Nc2c(C)nn(C)c2C)c(C)c1	-1.3
20	O=C1CCC(C(=O)O)N1 (stereo not drawn)	-0.9
21	Cc1cc(C)cc(NC(=S)N2CCN(c3ccc(F)cc3)CC2)c1	1.2
22	O=C(O)CC1c2ccccc2C=Cc2ccccc21	0.0
23	CC(=O)Nc1ccc(Cl)cc1C(=O)c1ccc[nH]1	0.2
24	COc1ccccc1N(C(=O)CCl)c1cn(C(C)=O)c2ccccc12	-3.6
25	CC(C)(C)OC(=O)C[C@@H]1C/C=C\C[C@H](CC(=O)N[C@@H](CO)Cc2ccccc2)C(=O)N[C@H](Cc2ccccc2)COC1=O	0.2
26	C(=C\c1ccccc1)/CN1CCN(C(CCc2ccccc2)c2nnnn2-c2ccc3c(c2)OCCO3)CC1 (stereo not drawn)	1.6
27	O=C(c1ccc(OC2CCN(Cc3ccc(F)cc3)CC2)cc1)N1CCCC1	2.5
28	COc1ccc(/C=N/NC(=O)c2ccc(Cn3cc([N+](=O)[O-])cn3)o2)c(OC)c1C	-0.9
29	Cc1ccccc1Oc1cc(-n2ncc(Cl)c(Cl)c2=O)ncn1	-6.7
30	CCOc1ccc(CCNC(=O)CSCc2ccc(C)cc2)cc1OCC	-2.6
31	CCOc1ccc(NC(=O)NCCN2CCN(c3cccc(C)c3C)CC2)cc1	1.3
32	CCn1c(=O)cc(OCC(=O)NCC2CCCO2)c2ccccc21 (stereo not drawn)	-1.8
33	COC(=O)c1cc(C(=O)c2cc(F)ccc2O)cn2c(=O)c3c(C)c(C)sc3nc12	-1.1
34	C=CCNC(=O)COc1coc(CN2CCN(Cc3ccccc3)CC2)cc1=O	-0.8
35	C/C(=N/NC(=O)CNC(=O)C(c1ccccc1)c1ccccc1)c1ccco1	0.1
36	CC(=O)Nc1ccc(C(=O)NCCN2CCOCC2)cc1	-1.3
37	COC(C)(C)[C@H](O)COc1c2ccoc2cc2oc(=O)ccc12	13*
38	C[C@H]1CN([C@@H](C)CO)C(=O)CCCn2nncc2CO[C@H]1CN(C)S(C)(=O)=O	-1.1
39	COc1cc(NC(=O)C2(C)CCCN2C(=O)C(C)C)cc(OC)c1OC (stereo not drawn)	1.4
40	Cc1cc(CNC(=O)c2cc(COc3c(F)cccc3F)on2)nn1C	-1.2
41	CCOc1ccc(-c2cc(C(=O)N/N=C/c3ccc(O)cc3)c3ccccc3n2)cc1	-0.1
42	O=C(NC1CCN(S(=O)(=O)c2cccc(F)c2)CC1)c1cccc(F)c1	-1.6
43	COc1ccc(CN2C[C@]3(CO)O[C@@H](CO)C[C@@H]3S2(=O)=O)cc1	-1.1
44	O=C(NC1CCCCN(Cc2cccc(Cl)c2)C1=O)c1ccc(Cl)cc1Cl (stereo not drawn)	-2.3
45	COc1ccc2nc(NC(=O)c3cccs3)sc2c1	0.9
46	O=C(NC1CC1)c1cccc2c1C(=O)c1ccc(N3CCC(Cc4ccccc4)CC3)cc1S2(=O)=O	-12
47	Cc1ccc(Cn2c(C(C)Nc3nc(-c4ccc(F)cc4)cs3)nc3cc(Cl)c(Cl)cc32)cc1 (stereo not drawn)	2.0
48	COc1ccc(OC)c(C(=O)c2ccccc2)c1	-1.4
49	CC1(C(=O)NCc2cccc3ccccc23)CCN1Cc1ccccc1OC(F)F (stereo not drawn)	-1.2
50	Cc1c(NC(=O)CCSc2ccc(Cl)cc2)c(=O)n(-c2ccccc2)n1C	-1.3
51	COc1ccccc1OC(C)C(=O)Nc1ccc2c(c1)OCCO2 (stereo not drawn)	3.1
52	O=C(CC[C@H]1O[C@@H](n2ccc(=O)[nH]c2=O)[C@H](O)[C@@H]1O)N[C@H](Cc1ccccc1)C(=O)NCC1CCCCC1	-0.5
53	COc1ccc(OC)c(NC(=O)CNC(=O)Cn2ccc3ccccc3c2=O)c1	2.0
54	CSc1ccc(CN2CCC(C)(Oc3cccc(F)c3)C2)cc1 (stereo not drawn)	-0.3
55	CCN1CCN(c2cc(C)c3cc(NC(=S)N(CC)CC)ccc3n2)CC1	5.6
56	CCOC(=O)c1c(C)[nH]c(C)c1C(=O)COC(=O)c1sccc1C	11*
57	CC1CCCCC1NC(=O)C1CCC(CNS(=O)(=O)c2ccc3c(c2)C(C)(C)C(=O)N3C)CC1 (stereo not drawn)	-1.3
58	O=C(NC1CCCCC1)C(c1cccs1)N(CC1CCCO1)C(=O)c1csnn1 (stereo not drawn)	0.5
59	COc1ccc2nc(C)[nH]c(=O)c2c1	5.2
60	O=C(Cc1c[nH]c2ccccc12)Nc1nccs1	4.8

Screen by screen, quoted from above.
TTR transcr act, entries 50 to 55: -1.3, 3.1, -0.5, 2.0, -0.3, 5.6

The results go on:
#	compound	TTR transcr act
61	CN(C)C(=O)c1ccc(-c2cc3onc(-c4ccccc4)c3c(=O)n2C)cc1	-5.5
62	O=C(O)/C(=C\c1ccco1)NC(=O)c1ccc(Br)o1	-0.3
63	C=CCOC(=O)c1ccc(-n2cncn2)nc1	-1.7
64	C[C@@H]1CN([C@H](C)CO)C(=O)c2cc(NC(=O)Nc3ccc(C(F)(F)F)cc3)ccc2O[C@H]1CN(C)S(=O)(=O)c1cccs1	-3.7
65	COc1ncnc2c1ncn2CCCNCc1ccc(C)o1	1.4
66	COc1ccc(-n2c(C)nn(C)c2=O)cc1	0.7
67	Cc1cc(C)n2nc(SCC(=O)Nc3ccccc3F)nc2n1	-1.9
68	COc1ccccc1CNC(=O)C1(C)CCN1Cc1ccc2ccccc2c1 (stereo not drawn)	0.1
69	COc1ccc(/C=N/NC(=S)Nc2c(C)n(C)n(-c3ccccc3)c2=O)cc1OC	1.6
70	Nc1[nH]c(C(=O)c2ccc(Br)cc2)c(-c2ccc(Br)cc2)c1C(=O)N1CCCCC1	0.0
71	O=C(CSc1ccccc1F)NC(=O)c1ccccc1Br	-1.6
72	COC(=O)CCN1CCN(S(=O)(=O)c2cccc(Br)c2)CC1	2.4
73	COC(=O)c1cc2occc2n1Cc1nc(-c2ccc(Cl)cc2)oc1C	-0.6
74	Cc1cnc(NC(=O)C2(C)CCN2C(=O)C(C)C)s1 (stereo not drawn)	1.5
75	O=C(Nc1nc2c(s1)CCCC2)c1ccc(Br)s1	-4.4
76	Cc1cccc(NC(=S)N2CCC(NC(=O)c3cccc(F)c3)CC2)c1	0.1
77	CCc1ccc(OCC(=O)NNC(=S)NC(=O)C2CC2)c(Br)c1	-2.6
78	CCCCCCCCN1C(=O)[C@@H](CC(=O)NCCCC)C[C@@]2(C(=O)OC)C1=C[C@H](COCc1ccccc1)O[C@@H]2C	2.7
79	CN(C)c1ccc(C2CC(=O)C=C(Nc3ccccc3N)C2)cc1 (stereo not drawn)	1.5
80	CCn1c(O)c(N=NC2=NC(=O)CS2)c2ccccc21	-2.2
81	COc1ccc(-c2cc(C(=O)N3CCCc4ccccc43)no2)cc1OC	4.2
82	COc1ccc(CCNC(=O)c2ccc(C)s2)cc1OC	-1.4
83	O=C(N/N=C/c1c[nH]c2c1ccc1ccccc12)c1ccc([N+](=O)[O-])cc1	-2.0
84	CCOC(=O)Nc1ccccc1C(=O)Nc1cc(C)cc(C)c1	-1.7
85	COc1ccccc1C1CCN(C(=O)c2ccco2)CC1	-0.7
86	O=C1N=C(N2CCCCC2)S/C1=C\c1ccc(Cl)cc1	-1.3
87	COC(=O)CSc1ccnc2cc(Cl)ccc12	-0.6
88	NC(=O)C1CCN(C(c2ccccc2Cl)c2nnnn2Cc2ccc3c(c2)OCO3)CC1 (stereo not drawn)	-1.5
89	CC(=O)Nc1ccc(-c2csc(NC(C)c3ccccc3)n2)cc1 (stereo not drawn)	2.8
90	Cc1cccnc1NC(=O)Cn1nc([N+](=O)[O-])cc1C	1.2
91	COc1ccc(Cc2c(-c3ccc(C)cc3)nc3ccc(Cl)cn23)c(C)c1	-0.7
92	CCN(CC(=O)O)S(=O)(=O)c1cc(Cl)ccc1Cl	-1.4
93	COc1ccc(CCCC(=O)N/N=C/c2ccccc2OC)cc1	-2.0
94	O=C(COc1ncnc2c(Cl)cc(Cl)cc12)NC1CCCCCC1	-1.7
95	CC(NCCC1(Cc2ccccc2Cl)CCOC(C)(C)C1)c1cccs1 (stereo not drawn)	-1.0
96	COc1ccc(N2CC(C)Cn3c2nc2c3c(=O)n(Cc3ccccc3F)c(=O)n2C)c(OC)c1 (stereo not drawn)	2.5
97	Cc1ccc(C(=O)NNC(=O)c2cccc3ccccc23)cc1	-1.7
98	O=C(Nn1c(Cc2cccs2)nc2ccccc2c1=O)c1cccs1	0.7
99	Cc1noc(NS(=O)(=O)c2ccc(NC(=O)CS(=O)(=O)c3ccccc3)cc2)c1C	3.8
100	CCOCCCNC(=O)N[C@@H](C)C(=O)OC	1.4
101	COc1ccccc1Cn1c(=O)c2ccccc2n2c(SCC(=O)N3CCCCC3)nnc12	8.9
102	O=C(CN1CCCCC1)N/N=C/c1ccc(Cl)cc1	4.4
103	COc1ccccc1C(=O)NNc1ncc(C)s1	0.4
104	CN(CCC#N)S(=O)(=O)c1cc2c3c(c1)CCN3C(=O)CC2	-0.2
105	CCOC(=O)c1cc(C)sc1/N=C/C1=C(O)CCCC1=O	2.8
106	Cn1c(=O)c(=O)n(C)c2cc(S(=O)(=O)N3CCc4ccccc43)ccc21	1.4
107	CCOC(=O)NC(=O)c1cn(Nc2ccccc2C(F)(F)F)c(=O)[nH]c1=O	2.5
108	O=C(CC1C(=O)OCC2CCCCN21)Nc1ccccc1C(F)(F)F (stereo not drawn)	1.1
109	Cc1nc(S/C(=C/c2ccc(OCc3ccc(C(=O)O)cc3)cc2)C(=O)O)n[nH]1	-2.5
110	COc1c([N+](=O)[O-])c(=O)n(-c2ccccc2)c2ccccc12	1.7
111	CC(C)CC1(C2CCCC2)NC(=O)NC1=O (stereo not drawn)	1.6
112	COc1ccc(OC)c(NC(=O)C(=O)N/N=C(\C)CC(=O)Nc2ccc(Cl)cn2)c1	-1.2
113	CCc1cc(=O)oc2cc(OCC(=O)N(CC)CC)c(Cl)cc12	1.3
114	Cc1cccc(C)c1-n1nnnc1C(C)(C)N1CCN(N=O)CC1	-0.2
115	CC(c1ccccc1)N1C(=O)c2ccc(C(=O)NCc3ccco3)cc2C1=O (stereo not drawn)	0.9
116	Cc1ccc(S(=O)(=O)NN=Cc2c(O)ccc3ccccc23)cc1	-1.1
117	O=C1/C(=C/c2ccncc2)SC(=S)N1Nc1ccccc1	-1.5
118	CC(OC(=O)CN1C(=O)c2ccccc2C1=O)C(=O)NC1CCCCC1 (stereo not drawn)	14*
119	COc1cc2c(cc1OC)C(C)N(CC(=O)Nc1ccc(S(=O)(=O)N3CCCC3)cc1)CC2 (stereo not drawn)	-0.2
120	CCc1c(C(=O)NNC(=S)Nc2ccc(S(=O)(=O)Nc3ncccn3)cc2)csc1C	-2.7

Grouped by structure: the entries above containing a furan ring, fused or not.
#	compound	TTR transcr act
6	CCn1c(CNc2nc(-c3ccccc3)cs2)nnc1SCC(=O)NCc1ccco1	-0.7
7	COC(=O)[C@]12C[C@H](CC(=O)NCc3ccc(C)o3)C(=O)N(Cc3ccco3)C1=C[C@H](C1CCCC1)O[C@@H]2C	0.9
28	COc1ccc(/C=N/NC(=O)c2ccc(Cn3cc([N+](=O)[O-])cn3)o2)c(OC)c1C	-0.9
35	C/C(=N/NC(=O)CNC(=O)C(c1ccccc1)c1ccccc1)c1ccco1	0.1
37	COC(C)(C)[C@H](O)COc1c2ccoc2cc2oc(=O)ccc12	13*
62	O=C(O)/C(=C\c1ccco1)NC(=O)c1ccc(Br)o1	-0.3
65	COc1ncnc2c1ncn2CCCNCc1ccc(C)o1	1.4
73	COC(=O)c1cc2occc2n1Cc1nc(-c2ccc(Cl)cc2)oc1C	-0.6
85	COc1ccccc1C1CCN(C(=O)c2ccco2)CC1	-0.7
115	CC(c1ccccc1)N1C(=O)c2ccc(C(=O)NCc3ccco3)cc2C1=O (stereo not drawn)	0.9

(further entries)
#	compound	TTR transcr act
121	CCCC(=O)Nc1c(C(=O)OCC)oc2ccccc12	3.6
122	N/N=C(\c1ccccc1)C12CN3CN(CN(C3)C1)C2	1.8
123	O=S(=O)(Nc1ccc(Cc2ccncc2)cc1)c1ccc(Br)cc1	-2.1
124	Clc1ccc(-c2ccnc(Oc3ccc4ccccc4c3)n2)cc1	0.4
125	CCOc1ccccc1C1C(C(=O)Nc2ccccc2OC)=C(C)Nc2nc(CCCO)nn21 (stereo not drawn)	-0.2
